Assay outcomes from PubChem.
BoNT F protease: BoNT/F light chain protease inhibitors, primary screen, biochemical, flow cytometry, MLPCN library. Multiplex microsphere protease cleavage assay. inhibition, % at 10 µM. 360,000 tested, 0.22% active. AID 588497, 2011; in the data active means inhibition above about 35%, passing the limit was not always enough; inconclusive means no clear call, values can overlap the other calls; further: plate controls were buffer without enzyme for full effect and enzyme alone for no effect
PrPC surface inh: inhibitors of human cell surface prion protein PrPC, primary screen, cell-based, TR-FRET | TR-FRET read-out | 370,000 tested, 0.43% active | Major prion protein (Homo sapiens), P04156 | inhibition, % at 13.8 µM | AID 720596, 2013; in the data active means inhibition above about 24%; further: 0% = median of the test wells and 100% = reference compound wells
Anthrax LF inh2: Bacillus anthracis LF protease inhibitors, primary screen, biochemical, multiplex microsphere, MLPCN library | Lethal factor (Bacillus anthracis), P15917 | multiplex microsphere protease cleavage assay | inhibition, % at 10 µM | 360,000 tested, 0.12% active; further: plate controls were buffer without enzyme for full effect and enzyme alone for no effect
FadD28 binding: inhibitors of FadD28 bisubstrate probe binding, primary screen, biochemical, fluorescence polarization, single point; Mycobacterium tuberculosis FadD28 fatty-acid-AMP ligase; 360,000 tested, 0.22% active; inhibition, % at 12.5 µM; in the data active means inhibition above about 8.5%, passing the limit was not always enough; inconclusive means no clear call, values can overlap the other calls
PfHsp40 rescue: rescue of yeast from PfHsp40 toxicity, primary screen, S. cerevisiae, ATP luminescence; AID 504582, 2011; 340,000 tested, 0.68% active; S. cerevisiae expressing PfHsp40, growth rescue; growth rescue, % at 12.5 µM; in the data active means growth rescue above about 28%, passing the limit was not always enough; inconclusive means no clear call, values can overlap the other calls;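 further: yeast W303a lacking pdr1 and pdr3 grown in galactose medium; growth measured after three days at 30 °C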
CCHFV vOTU inh: CCHFV vOTU protease inhibitors, primary screen, biochemical, Pep-AMC substrate, fluorescence; Crimean-Congo hemorrhagic fever virus L polyprotein viral ovarian tumor (vOTU) protease …; inhibition, % at 11.5 µM; 370,000 tested, 0.55% active; in the data active means inhibition above about 30%; further: 0% = vehicle wells with enzyme and 100% = no enzyme wells
TcdB inh: TcdB glycohydrolase inhibitors, primary screen, biochemical, single point, plate reader. Toxin B (Clostridioides difficile), P18177. TcdB glycohydrolase enzymatic assay. inhibition, % at 9.99 µM. 350,000 tested, 0.24% active. AID 652162, 2013; in the data active means inhibition above about 10%
Yp Topo-I inh: Yersinia pestis topoisomerase I inhibitors, primary screen, biochemical, cleavage product accumulation, plate reader, single point | 360,000 tested, 0.064% active | Y. pestis Topo-I cleavage product accumulation | activity, % at 10 µM | DNA topoisomerase I (Yersinia pestis CO92) | AID 504884, 2011; in the data active means activity above about 50%, passing the limit was not always enough; inconclusive means no clear call, values can overlap the other calls; further: inactives centre near 2
BoNT A protease: BoNT/A light chain protease inhibitors, primary screen, biochemical, flow cytometry, MLPCN library; Botulinum neurotoxin type A light chain protease (Clostridium botulinum A str. ATCC 3502); multiplex microsphere protease substrate cleavage; inhibition, % at 10 µM; 360,000 tested, 0.17% active; AID 588499, 2011; further: plate controls were buffer without enzyme for full effect and enzyme alone for no effect
An asterisk follows results filed as active; ? = inconclusive; . = no result given. Unless noted, no stated cut-off is given here; in the data, active means inhibition above about 30%; inconclusive means no clear call, values can overlap the other calls; inactive means below that.

SMILES	BoNT F protease	PrPC surface inh	Anthrax LF inh2	FadD28 binding	PfHsp40 rescue	CCHFV vOTU inh	TcdB inh	Yp Topo-I inh	BoNT A protease
CCOC(=O)[C@H]1[C@H]2COc3ccc(Cl)cc3[C@@H]2N2C(=O)c3cc(Cl)ccc3NC(=O)[C@@]12C	-2	5	-2	-2.1	2.8	3	0.4	-5	0.3
Cc1ccc(C(=O)COC(=O)CN2C(=O)C3C4CC(C(Br)C4Br)C3C2=O)cc1 (stereo not drawn)	6	6	-1	-2.0	-0.2	-3	-0.5	18	-0.1
Cc1nc2ccccc2n1CCOc1ccc([N+](=O)[O-])cc1	-1	-8	4	-4.7	0.8	4	1.4	5	0.7
COc1cccc(NC(=O)c2c(C)nn(-c3ccccc3)c2Cl)c1	?	1	-8	-3.2	0.8	-11	0.9	16	-1.8
COc1ccc(CCNC(=O)C(=O)NCCC2CCCCN2S(=O)(=O)c2ccccc2)cc1 (stereo not drawn)	-1	6	0	-1.3	0.0	-3	0.2	11	0.2
Cc1ccc(C(=O)O)cc1NS(=O)(=O)c1ccc2c(c1)oc(=O)n2C	-13	0	-1	-0.8	-1.6	1	0.3	-1	2.2
O=C(Nc1ccc(F)cc1)c1cc(-c2ccccc2)no1	4	5	2	-2.6	-1.2	-1	1.1	-1	-2.3
CC(=O)N1CCN(CC(=O)Nc2ccccc2Sc2ccccc2)CC1	3	7	1	-4.1	-0.7	-8	.	9	-0.5
Cc1ccc(-n2ncc3c(=O)n(CC(=O)N4CCN(c5ccccc5F)CC4)cnc32)cc1C	-5	-4	-3	-2.5	-2.0	6	.	3	-0.4
Cc1ccc(S(C)(=O)=NC(=O)c2cc(C)on2)cc1 (stereo not drawn)	2	3	2	-1.2	-0.7	12	0.2	0	0.1
Cn1c(SCC(=O)OC2CCCCC2)nnc1-c1ccc(S(=O)(=O)N2CCCC2)cc1	-12	0	1	-3.4	-0.2	4	.	23	0.4
CCC(C(=O)NC1C(=O)N2C(C(=O)O)=C(CSc3nnc(C)s3)CSC12)c1ccccc1 (stereo not drawn)	4	5	-2	0.6	-0.3	6	1.5	8	0.2
CC(C)NC(=O)CSc1nc2[nH]ncc2c(=O)[nH]1	2	-3	-1	-3.6	-0.3	-12	0.3	6	0.0
Cc1ccc(C)c(OCCC(=O)OCC(=O)N2CCN(S(=O)(=O)c3ccc(Cl)cc3)CC2)c1	6	-10	-1	-1.8	2.9	3	0.0	16	-2.6
Cc1ccc[n+](C2C(c3ccc([N+](=O)[O-])cc3)C(C#N)=C([S-])NC2(O)C2CC2)c1 (stereo not drawn)	-17	-17	-6	-1.6	1.1	11	0.6	-6	4.2
COc1ccc(/C=N/Nc2cc(=O)n(C)c(=O)n2C)cc1OC	-29	-4	0	0.5	-0.3	5	0.2	3	-1.7
Cc1cc(C(=O)Nn2cnc3ccccc3c2=O)ccc1[N+](=O)[O-]	-2	0	-2	-2.9	1.2	4	0.2	-1	-0.6
C=C(C)CN(CC)C(=O)CCc1nnc(CCCc2ccccc2)o1	-1	-2	-1	-0.2	0.1	-2	0.3	16	0.1
Cc1cc(OCC(=O)OCC(=O)N2CC(C)CC(C)C2)ccc1Cl (stereo not drawn)	?	-1	-2	-2.3	0.4	7	0.1	28	1.3
COc1cc(-c2c(C#N)c(N)nc3c2c(C)nn3-c2ccc(C)c(C)c2)cc(OC)c1OC	.	6	.	-1.0	-1.5	-12	.	-1	.
COC(=O)C1=C(c2ccc(OCc3ccccc3)c(F)c2)C[C@@H]2CC[C@H]1N2C	5	-16	8	-1.6	.	-1	-3.8	1	-0.2
Cc1ccc2c(c1)nc(NCCO)n2C	-2	7	2	-1.2	-0.4	6	.	-2	0.7
OC1C=CSc2nc3ccccc3n21 (stereo not drawn)	-14	20	-2	-3.8	-1.0	14	.	-2	0.4
Cc1ccc(S(=O)(=O)N(C)CCCC(=O)N2CCOCC2)cc1	4	4	-3	-0.9	-1.4	5	.	-3	0.8
O=C(O)c1ccc2c(c1)N(Cc1ccc(F)cc1)C(=O)c1ccccc1S2	4	0	1	-5.3	-1.4	12	9.2	7	-0.4
Cc1ccc(S(=O)(=O)NCC2CCCO2)cc1 (stereo not drawn)	?	3	-19	0.5	-1.4	17	-3.7	-5	-7.6
N/C(=N\N=Cc1ccc2c(c1)OCO2)NN=Cc1ccc2c(c1)OCO2	-1	-9	-8	-6.9	-1.2	26	1.2	-29	0.1
O=C1NC(c2ccccc2)=C(c2nc3ccccc3s2)C(c2ccc(F)cc2)N1 (stereo not drawn)	-2	7	-3	-3.6	1.7	13	.	2	-1.0
COc1ccc(S(=O)(=O)N(C)C2CCN(C)CC2)cc1	5	-1	4	-3.4	-0.5	-4	1.5	0	0.0
CSCCC(NC(=O)C12CC3CC(CC(C3)C1)C2)C(=O)OCC(=O)c1ccc(Cl)cc1 (stereo not drawn)	8	-5	8	-2.1	-0.3	2	.	-4	1.2

Brought forward from above: five entries, followed by the next part.
SMILES	BoNT F protease	PrPC surface inh	Anthrax LF inh2	FadD28 binding	PfHsp40 rescue	CCHFV vOTU inh	TcdB inh	Yp Topo-I inh	BoNT A protease
Cc1ccc(S(=O)(=O)NCC2CCCO2)cc1 (stereo not drawn)	?	3	-19	0.5	-1.4	17	-3.7	-5	-7.6
N/C(=N\N=Cc1ccc2c(c1)OCO2)NN=Cc1ccc2c(c1)OCO2	-1	-9	-8	-6.9	-1.2	26	1.2	-29	0.1
O=C1NC(c2ccccc2)=C(c2nc3ccccc3s2)C(c2ccc(F)cc2)N1 (stereo not drawn)	-2	7	-3	-3.6	1.7	13	.	2	-1.0
COc1ccc(S(=O)(=O)N(C)C2CCN(C)CC2)cc1	5	-1	4	-3.4	-0.5	-4	1.5	0	0.0
CSCCC(NC(=O)C12CC3CC(CC(C3)C1)C2)C(=O)OCC(=O)c1ccc(Cl)cc1 (stereo not drawn)	8	-5	8	-2.1	-0.3	2	.	-4	1.2
COc1ccc(OCc2cc(C(=O)N(C)Cc3cc(C)no3)no2)c(Cl)c1	.	4	.	-1.9	-0.9	7	0.5	7	.
COc1cc(C(=O)OCC(=O)N2CCN(C(C)=O)CC2)ccc1OCC(C)C	-24	0	-7	-4.5	0.5	-2	1.1	3	-23
CCCCN1C(=O)c2ccc(C(=O)Nc3cccnc3)cc2C1=O	3	3	0	0.8	0.4	3	.	-8	-1.0
O=C(NCCc1ccccc1)[C@@H]1CC=C[C@@H]2CCN(C3CCCCC3)C(=O)[C@@H]21	1	5	-5	0.5	-0.3	12	0.2	16	-0.5
CC1(C)CC(=O)C(C=Nc2ccc(Cl)cn2)=C(O)C1	9	1	0	0.0	-1.6	4	.	-1	0.3
NC(=NC(=O)c1ccccc1)N1N=CCC1c1ccccc1 (stereo not drawn)	-6	4	-3	-0.4	0.1	-9	0.4	-2	-0.3
Cc1ccc(NC(=O)CSc2nnc(-c3ccncc3)n2C)cc1S(=O)(=O)N1CCOCC1	3	3	-3	-0.7	0.1	11	0.8	6	-0.6
Cc1cccc(Nc2cc(C)nc3ccccc23)c1	?	-2	7	-0.5	-0.6	-12	1.1	1	1.0
Cc1nn(-c2ccccc2)c(C)c1/C=N/NC(=O)c1cc(-c2cccs2)[nH]n1	-9	13	-5	-2.4	1.8	8	0.4	8	0.1
CO[C@@]1(NC(=O)Cc2cccs2)C(=O)N2C(C(=O)O)=C(COC(N)=O)CS[C@@H]21	1	0	-12	0.9	0.9	-3	-0.3	10	-1.1
COc1ccc(CN(C)CC(=O)NC(C)c2ccccc2)cc1OC (stereo not drawn)	-3	-3	-1	0.5	-0.4	-2	0.2	4	-0.4
CC(C)c1cc(C(=O)N(C)C2CCCN(Cc3ccccc3F)C2)n(C)n1 (stereo not drawn)	1	-2	-4	-0.5	.	2	-0.8	-1	0.1
CCOC(=O)c1sc2nc(CC(=O)OC)nc(NCC(=O)OC)c2c1C	8	-5	-10	-0.7	-1.9	-26	2.4	3	0.3
CCN(CC)C(=O)[C@H]1C[C@H](CC(=O)NC/C=C(\C)CCC=C(C)C)C(=O)N2CCc3c([nH]c4cc(-c5ccco5)ccc34)[C@]12C	-4	6	2	-2.5	-0.5	16	0.4	33	0.1
NS(=O)(=O)c1ccc(CNC(=O)/C=C/c2ccccc2)cc1	-4	-4	-3	-0.6	0.7	7	.	3	-0.4

Compounds listed so far that contain a thiophene ring, fused or not:
SMILES	BoNT F protease	PrPC surface inh	Anthrax LF inh2	FadD28 binding	PfHsp40 rescue	CCHFV vOTU inh	TcdB inh	Yp Topo-I inh	BoNT A protease
Cc1nn(-c2ccccc2)c(C)c1/C=N/NC(=O)c1cc(-c2cccs2)[nH]n1	-9	13	-5	-2.4	1.8	8	0.4	8	0.1
CO[C@@]1(NC(=O)Cc2cccs2)C(=O)N2C(C(=O)O)=C(COC(N)=O)CS[C@@H]21	1	0	-12	0.9	0.9	-3	-0.3	10	-1.1
CCOC(=O)c1sc2nc(CC(=O)OC)nc(NCC(=O)OC)c2c1C	8	-5	-10	-0.7	-1.9	-26	2.4	3	0.3

Next part:
SMILES	BoNT F protease	PrPC surface inh	Anthrax LF inh2	FadD28 binding	PfHsp40 rescue	CCHFV vOTU inh	TcdB inh	Yp Topo-I inh	BoNT A protease
Cc1ccc(NC(=O)CN2C(=O)CCSc3ccc(S(=O)(=O)N4CCCC4)cc32)cc1	-2	5	2	-5.7	-0.8	4	1.1	5	0.5
COc1cc(S(=O)(=O)NC2CCSc3ccccc32)ccc1NC(C)=O (stereo not drawn)	-10	6	-8	-3.3	-3.0	0	1.0	13	-0.1
CC[C@]12c3[nH]c4ccc(OC)cc4c3CCN1C(=O)C(CC(=O)NCCc1ccccn1)C[C@@H]2C(=O)N1CCN(C(=O)c2ccco2)CC1 (stereo partly drawn)	-6	-5	0	-0.8	2.0	5	0.8	14	-0.5
Cc1ccc(-c2csc(NC(=O)/C=C/c3cccs3)n2)cc1C	-8	4	-1	-8.3	-0.2	-3	0.3	-8	0.5
Cc1cc(C)cc(OCC(O)CN2C(=O)NC(C)(C)C2=O)c1 (stereo not drawn)	-7	0	-1	-2.7	-0.9	1	0.1	0	-0.7
Cc1ccc(S(=O)(=O)c2c(C)nn(C(C)(C)C)c2OC(=O)C(C)(C)C)cc1	-4	-6	-3	-4.9	2.8	10	.	13	-0.2
CC1(c2ccccc2Cl)NC(=O)N(CC(=O)N2CCN(S(=O)(=O)c3ccccc3)CC2)C1=O (stereo not drawn)	-6	6	3	-1.6	0.0	-8	0.7	6	0.9
Cc1csc2nc(O)c(C(=O)NCCC3=CCCCC3)c(=O)n12	.	2	.	-5.3	15	2	1.1	6	.
O=C(CCN1C(=O)C2C3C=CC(C3)C2C1=O)NCCN1CCCc2ccccc21 (stereo not drawn)	2	-7	4	0.7	1.1	5	.	4	1.3
CC(=O)NC(=S)Nc1sc2c(c1C(N)=O)CCC(C)C2 (stereo not drawn)	-1	-2	0	0.1	1.0	-4	1.4	-1	1.0
COc1cc(C2C(C(=O)c3ccc(C)o3)=C(O)C(=O)N2CCc2ccccc2)ccc1O (stereo not drawn)	0	-3	-8	1.7	15	12	.	1	-0.7
Brc1ccc2c(c1)C(c1cccnc1)=NNC(c1cccs1)=N2	2	-4	1	-2.4	-0.5	8	.	-5	0.3
